# Compound activity (PubChem BioAssay)
# SENP6 inh: SENP6 protease inhibitors, primary screen, biochemical, luminescence, uHTS; Recombinant SENP6 catalytic domain, aminoluciferin luminescence; AID 2599, 2010; actives 1.8% (n = 330,000); Sentrin-specific protease 6 (Homo sapiens), Q9GZR1; inhibition, % at 10 µM;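 active = inhibition above about 50% at the single tested dose, limit read from the data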;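 also: plate controls were DMSO wells with enzyme for no effect and DMSO wells lacking enzyme for full effect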
# SENP1 inh: human SENP1 catalytic domain inhibitors, primary screen, biochemical, FRET, uHTS. Sentrin-specific protease 1 (Homo sapiens), Q9P0U3. AID 624204, 2012. recombinant SENP1 catalytic domain, CyPet-SUMO1-YPet FRET cleavage. actives 0.21% (n = 360,000). inhibition, % at 10 µM;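 active = inhibition at least 30% at 10 µM, raw YFP signal under a set limit, fluorescence ratio 0.5 to 1.5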;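 also: 0% = enzyme with DMSO and 100% = no enzyme wells; some results filed as inactive read as strong as hits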
#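 System: Recombinant human SENP1 catalytic domain, His6-tagged | Incubation: Enzyme reaction for 50 min at room temperature, dark | Medium: Tris pH 8 with BME, BSA, NP40 and catalase | Also added: 25 nM SUMO1 FRET substrate | Compound: 10 µM single point, 0.5% DMSO | Measured by: FRET fluorescence in CFP and YFP emission channels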
# UBC13 polyUb: UBC13 polyubiquitin chain formation inhibitors, primary screen, biochemical, TR-FRET, uHTS; Ubiquitin-conjugating enzyme E2 N (Homo sapiens), P61088; inhibition, % at 20 µM; actives 0.47% (n = 330,000); AID 485273, 2010; in the data active = inhibition above about 45%, passing the limit was not always enough
# SENP7 inh: SENP7 protease inhibitors, primary screen, biochemical, luminescence, uHTS | Sentrin-specific protease 7 (Homo sapiens), Q9BQF6 | recombinant SENP7, Z-RLRGG-aminoluciferin luminescence, 40 min | inhibition, % at 5 µM | actives 1.5% (n = 330,000);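 active = inhibition above about 50% at the single test dose, limit read from the data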;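 also: plate controls were DMSO with enzyme for no effect and no enzyme buffer wells for full effect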
# Target sequence (Q9BQF6 706-1050 limits assumed): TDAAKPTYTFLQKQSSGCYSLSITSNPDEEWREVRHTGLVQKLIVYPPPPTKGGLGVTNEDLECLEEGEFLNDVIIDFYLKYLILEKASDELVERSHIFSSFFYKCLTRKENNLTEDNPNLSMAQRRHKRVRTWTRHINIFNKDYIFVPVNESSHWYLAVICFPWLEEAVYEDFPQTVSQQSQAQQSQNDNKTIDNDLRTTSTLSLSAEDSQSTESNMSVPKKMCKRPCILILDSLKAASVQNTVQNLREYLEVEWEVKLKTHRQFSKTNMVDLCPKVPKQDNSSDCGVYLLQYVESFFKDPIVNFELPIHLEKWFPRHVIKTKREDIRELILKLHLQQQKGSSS
# APOBEC3G inh: APOBEC3G DNA deaminase inhibitors, primary screen, biochemical, fluorescence, single-stranded DNA substrate, uHTS; DNA dC->dU-editing enzyme APOBEC-3G (Homo sapiens), Q9HC16; recombinant A3G, ssDNA deamination FAM/TAMRA fluorescence; inhibition, % at 20 µM; actives 0.28% (n = 330,000); AID 493012, 2011;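 active = inhibition of at least 40% at 20 µM, with no more than 30% in the related APOBEC3A deaminase screen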;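 also: plate controls were DMSO wells with A3G for no effect and wells lacking A3G enzyme for full effect; some compounds called inactive have numbers as strong as hits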
# Target sequence (Q9HC16 whole entry, looked up): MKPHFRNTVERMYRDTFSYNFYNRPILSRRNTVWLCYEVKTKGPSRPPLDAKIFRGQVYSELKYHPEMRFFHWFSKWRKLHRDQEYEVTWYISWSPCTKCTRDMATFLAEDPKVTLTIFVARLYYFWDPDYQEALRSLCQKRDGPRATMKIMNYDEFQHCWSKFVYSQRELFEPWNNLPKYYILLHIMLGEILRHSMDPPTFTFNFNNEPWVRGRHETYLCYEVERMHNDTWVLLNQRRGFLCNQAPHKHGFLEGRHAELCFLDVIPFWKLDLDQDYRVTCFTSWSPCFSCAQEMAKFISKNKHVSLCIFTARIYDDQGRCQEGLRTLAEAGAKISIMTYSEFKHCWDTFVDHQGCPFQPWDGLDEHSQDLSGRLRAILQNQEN
# SENP8 block-1: SENP8 protease inhibitors, primary screen, biochemical, luminescence | AID 2540, 2010 | inhibition, % at 10 µM | Sentrin-specific protease 8 (Homo sapiens), Q96LD8 | actives 1.2% (n = 330,000) | purified SENP8, Z-RLRGG-aminoluciferin cleavage; in the data active = inhibition above about 50%
# Target sequence (Q96LD8 whole entry, looked up): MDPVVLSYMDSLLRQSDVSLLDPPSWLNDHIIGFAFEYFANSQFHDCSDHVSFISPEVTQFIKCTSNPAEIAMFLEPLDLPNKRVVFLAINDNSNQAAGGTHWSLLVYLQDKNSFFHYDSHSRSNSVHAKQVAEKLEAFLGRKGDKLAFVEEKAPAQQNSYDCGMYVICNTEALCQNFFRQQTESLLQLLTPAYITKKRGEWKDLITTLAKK
# SENP8 block-2: human SENP8 protease inhibitors, primary screen, biochemical, fluorescence, Nedd8 protein substrate, uHTS; Sentrin-specific protease 8 (Homo sapiens), Q96LD8; recombinant SENP8; inhibition, % at 20 µM; actives 0.64% (n = 360,000); AID 602440, 2012; in the data active = inhibition mostly above about 40%, no sharp cut-off; inactive = mostly below about 27%
# Apaf-1 inh: inhibitors of human Apaf-1 apoptosome, primary screen, biochemical, DEVD-Rh110 fluorescence, uHTS; AID 489030, 2010; inhibition, % at 20 µM; reconstituted apoptosome caspase-3 activity; actives 0.71% (n = 330,000); Apoptotic protease-activating factor 1 (Homo sapiens), O14727; active = inhibition of at least 40% at 20 µM;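 also: plate controls were DMSO wells for no effect and DEVD-CHO caspase inhibitor wells for full effect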
#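 Material: biochemical Apaf-1 apoptosome reconstitution. Medium: Hepes buffer, pH 7.5. Also added: cytochrome c activation, bis-DEVD rhodamine 110 substrate. Timing: 30 min compound preincubation, 50 min activation, room temperature. Measured by: rhodamine 110 fluorescence at Ex 480/Em 540 nm.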
# Numbers without * were called inactive; x = not tested or not shown.
SMILES,SENP6 inh,SENP1 inh,UBC13 polyUb,SENP7 inh,APOBEC3G inh,SENP8 block-1,SENP8 block-2,Apaf-1 inh
CN1CCC(N(C)C(=S)Nc2ccc(F)cc2)CC1,5,3,-1,6,-9,0,15,-8
COc1ccccc1S(=O)(=O)Cc1ccc(C(=O)NCc2ccc(C)cc2)o1,-5,1,3,-3,-4,-1,0,2
O=[N+]([O-])c1cccc(Cl)c1N1CCOCC1,-10,2,-4,-3,-7,-9,4,6
Cc1ccc2c(c1)c1c(n2CC(O)CN2CCOCC2)CCCC1 (configuration not stated),12,x,-10,1,-5,3,x,-2
CN(c1ccccc1C(=O)Nc1ccc(S(=O)(=O)N2CCOCC2)cc1)S(C)(=O)=O,-1,2,-4,2,-3,7,-2,-4
COc1ccc(C(=O)COC(=O)CNC(=O)c2ccccc2)cc1F,-9,-1,-10,1,-6,-10,-11,10
O=C1c2cccc(OCC(=O)N3N=C(c4cccs4)CC3c3ccc(F)cc3)c2CCN1Cc1ccccc1 (configuration not stated),-18,0,25,-7,-8,-10,-450,33
COc1ccc(N(C(=O)c2cccnc2)S(=O)(=O)c2ccc3c(c2)n(C)c(=O)n3C)cc1,8,0,3,1,-7,-4,24,-2
O=C(N/N=C/C(Br)=C/c1ccccc1)c1cccnc1,-21,1,-1,-7,-7,-13,17,-19
Cc1cccc(NS(=O)(=O)c2cccc(C(=O)NCCCN3CCOCC3)c2)c1,-18,0,4,-5,-9,-7,16,17
CCOC(=O)Nc1ccc2c(COC(=O)CNS(=O)(=O)c3cccc(Br)c3)cc(=O)oc2c1,11,-25,2,-5,-6,-13,-465,17
CCC(C)c1ccccc1N1CC(C(=O)N2CCN(S(=O)(=O)c3ccc(F)cc3)CC2)CC1=O (configuration not stated),-5,0,-4,11,-10,-12,1,9
Cc1ccc(Cc2cnc(NC(=O)/C(C#N)=C/c3ccc(-c4ccccc4[N+](=O)[O-])o3)s2)cc1,16,16,-61,8,-2,7,47*,17
O=C(NCC1CCCN1S(=O)(=O)c1cccs1)c1ccc([N+](=O)[O-])cc1 (configuration not stated),-10,-1,-1,6,-6,3,5,12
O=C(Nc1cc(Cl)cc(Cl)c1)c1cccc(OC(F)F)c1,54*,0,-8,14,-5,-1,24,3
C=C1C(O)[C@@H]2O[C@]3(CC[C@H](/C=C/C(C)[C@@H]4CC(C)=CC5(O[C@H](C[C@@](C)(O)CO)CCC5O)O4)O3)CC[C@H]2O[C@@H]1C(O)CC(C)[C@H]1OC2(CCCCO2)CCC1C (some centres not stated),-5,x,12,6,-7,1,x,-6
Cc1c(C(=O)N(C)C2CCCCC2)sc2ncnc(N3CCN(c4ccccc4)CC3)c12,-5,2,5,1,0,3,15,24
COc1ccc([N+](=O)[O-])cc1N(CC(=O)NCc1ccco1)S(C)(=O)=O,-12,2,0,-7,1,-5,4,-5
CCc1cc(C(=O)NNC(=O)CCl)sc1C,1,2,4,-2,-11,3,4,-11
CCN1CCN(CCNC(=O)c2ccc(CS(=O)c3ccc(Cl)cc3)o2)CC1 (configuration not stated),16,-2,4,5,-5,8,14,-2
COc1ccc(NC(=O)C2CSC3c4ccccc4C(=O)N23)cc1 (configuration not stated),-6,0,7,12,-6,-6,17,6
Cc1cc(C(=O)COC(=O)C2=COCCO2)c(C)n1-c1cccc(F)c1,42,1,0,34,-11,18,-1,13
CN(C(=O)CSc1nnc(-c2ccccc2)c(-c2ccccc2)n1)C1CCS(=O)(=O)C1 (configuration not stated),-3,3,0,-8,-9,-4,14,-12
Cc1nc(C(F)(F)F)c(C(=O)N/N=C(\N)c2cccnc2)s1,-4,2,2,4,1,-2,14,-2
Cc1coc2cc3oc(=O)c(CCC(=O)N4CCC(C(=O)O)(c5ccccc5)CC4)c(C)c3cc12,-9,-3,7,1,-8,6,-160,-9
O=C(COC(=O)c1ccc2ccccc2n1)Nc1cccc(S(=O)(=O)NC2=NCCCCC2)c1,-23,27,-1,4,-9,-12,4,7
Cc1cc(C=NCCO)c(C)n1-c1cc(Cl)ccc1Cl,-15,-3,-6,-7,-12,-7,2,7
COc1cccc(C2c3[nH]c4ccccc4c3C[C@H]3C(=O)N(C4CC4)CC(=O)N23)c1 (some centres not stated),-1,-15,2,0,-11,6,4,-2
COc1ccc(/C=C2/SC(=O)N(CCNC(=O)CC(NC(C)=O)c3ccccc3)C2=O)cc1 (configuration not stated),-9,2,5,0,-2,0,21,-28
COc1ccc(C(=O)OCC(=O)NC2CC2)cc1F,-7,0,6,10,-8,1,11,-8
Cc1cccc(-c2nsc(SCC(=O)NCc3ccc4c(c3)OCO4)n2)c1,3,-1,3,9,-4,-10,14,6
COc1cc(-c2[nH]ncc2CN(C)Cc2nonc2C)cc(OC)c1OC,8,1,-6,0,-5,4,3,-27
COc1ccc(-c2nnc(SC3CCOC3=O)n2C2CCCCC2)cc1OC (configuration not stated),-9,0,15,-3,-5,-4,12,-8
COc1cc(SC)ccc1C(=O)NCCOc1ccc(Cl)cc1,1,1,-26,-2,0,-4,10,19
CCn1c(SCC(=O)OCc2ccccc2)nc2c1c(=O)n(C)c(=O)n2C,-8,2,-2,5,-5,-12,13,-4
CCOC(=O)C1=c2/c(=C/c3ccccc3OC)c(N)c(C#N)n2C(=O)C(c2ccccc2OC)S1 (configuration not stated),-4,x,-10,-4,-5,3,x,7
Cc1nonc1NC(=O)CSc1nnc(-c2ccoc2C)n1C,2,4,10,0,-3,2,14,-10
O=C(NCCC(=O)N1CCCCC1)c1ccccc1Cl,10,0,-3,3,-4,-5,11,4
CCOC(=O)C1=C(COC(=O)CCOc2cc(C)ccc2C)NC(=O)NC1C (configuration not stated),5,1,5,0,-6,2,10,-8
NC(=O)C1CCN(C(=O)C2(NC(=O)Nc3cccc(F)c3)CCCCC2)CC1,1,1,-5,7,-11,3,7,-1

# Six compounds picked at random from those above, as already listed:
SMILES,SENP6 inh,SENP1 inh,UBC13 polyUb,SENP7 inh,APOBEC3G inh,SENP8 block-1,SENP8 block-2,Apaf-1 inh
O=C(COC(=O)c1ccc2ccccc2n1)Nc1cccc(S(=O)(=O)NC2=NCCCCC2)c1,-23,27,-1,4,-9,-12,4,7
O=C1c2cccc(OCC(=O)N3N=C(c4cccs4)CC3c3ccc(F)cc3)c2CCN1Cc1ccccc1 (configuration not stated),-18,0,25,-7,-8,-10,-450,33
CCOC(=O)C1=c2/c(=C/c3ccccc3OC)c(N)c(C#N)n2C(=O)C(c2ccccc2OC)S1 (configuration not stated),-4,x,-10,-4,-5,3,x,7
COc1ccccc1S(=O)(=O)Cc1ccc(C(=O)NCc2ccc(C)cc2)o1,-5,1,3,-3,-4,-1,0,2
COc1ccc(N(C(=O)c2cccnc2)S(=O)(=O)c2ccc3c(c2)n(C)c(=O)n3C)cc1,8,0,3,1,-7,-4,24,-2
COc1ccc(/C=C2/SC(=O)N(CCNC(=O)CC(NC(C)=O)c3ccccc3)C2=O)cc1 (configuration not stated),-9,2,5,0,-2,0,21,-28

# Further entries follow.
SMILES,SENP6 inh,SENP1 inh,UBC13 polyUb,SENP7 inh,APOBEC3G inh,SENP8 block-1,SENP8 block-2,Apaf-1 inh
CCOc1ccccc1N1CCN(Cc2ccco2)CC1,13,0,-3,5,0,4,14,-7
COc1cc(S(=O)(=O)N2CCOCC2)ccc1NC(=O)CSc1n[nH]c(=O)[nH]c1=O,-5,3,9,0,-19,-4,8,-4
CCCN1CCN(C(=O)CN2C(=O)CC(C)(C)S(=O)(=O)c3ccccc32)CC1,-3,1,3,-3,-8,-8,5,-35
COc1cc(OC)c(C2SCCCS2)cc1OC,-5,2,4,7,-5,1,6,-14
NC(=O)CC[C@@H]1NC(=O)[C@@H]2CCCN2C(=O)c2cc([N+](=O)[O-])cc(I)c2NCCC[C@@H](C(N)=O)NC1=O,-3,x,-22,-3,-7,-4,x,11
Cc1cc(C)c(NC(=O)CS(=O)CC(=O)Nc2ccc(-n3cnnn3)c(C)c2)c(C)c1 (configuration not stated),-10,2,0,-8,-5,-3,3,2
O=C(CSc1ccccc1)N1CCN(S(=O)(=O)c2ccccc2F)CC1,-2,0,6,7,-6,10,10,9
CCn1cc(Br)c(C(=O)N(C)Cc2ccccc2)n1,2,2,-2,7,-7,3,10,-7
COC(=O)CSc1nc(-c2ccccc2)nc2ccc(F)cc12,8,-86,4,0,18,0,-14,34
CSc1ncccc1C(=O)Nc1cccc(S(=O)(=O)N2CCCCCC2)c1,4,-1,0,-1,-9,-12,1,22
CCCC(=O)c1ccc(-c2ccccc2)cc1,28,2,7,36,-9,9,22,5
S=C(c1c[nH]c2ccccc12)N1CCOCC1,-4,1,4,1,8,3,20,-1
CCCOc1ccc(N2C(=O)CC(N3CCC(c4nncn4CC)CC3)C2=O)cc1 (configuration not stated),5,2,1,8,-1,7,16,-1
CC(=O)c1ccc(NC(=S)NC(=O)/C=C/c2ccccc2)cc1,-19,2,-21,-14,0,-2,11,0
CC(C)(C)OC(=O)N[C@@H](Cc1ccccc1)C(=O)N1CCC(C(=O)N[C@@H](Cc2c[nH]c3ccccc23)C(=O)O)CC1,-12,1,-10,2,13,0,8,4
COc1ccc(N(C)S(=O)(=O)c2c(C)noc2C)c(OC)c1,3,1,8,-2,-6,2,0,-1
COc1ccc(CNC(=O)COC(=O)c2cc3ccccc3cc2O)cc1OC,-4,5,-7,11,-6,-9,-110,3
CC(=O)Nc1ccc(NC(=O)COC(=O)c2ccco2)cc1,-4,2,6,-1,-2,-4,3,-7
CCOC(=O)C1=CN(c2cccc(F)c2)C=C(C(=O)OCC)C1c1cc(OC)c(O)c([N+](=O)[O-])c1,1,2,-40,3,-6,4,20,0

# Profiles, quoted from the list. Values in the order: SENP6 inh, SENP1 inh, UBC13 polyUb, SENP7 inh, APOBEC3G inh, SENP8 block-1, SENP8 block-2, Apaf-1 inh
# Results for `CCCN1CCN(C(=O)CN2C(=O)CC(C)(C)S(=O)(=O)c3ccccc32)CC1` = -3, 1, 3, -3, -8, -8, 5, -35
# Results for `CC(=O)c1ccc(NC(=S)NC(=O)/C=C/c2ccccc2)cc1` = -19, 2, -21, -14, 0, -2, 11, 0
